NSD2 HMT inh – NSD2 histone methyltransferase inhibitors, primary screen, biochemical, AlphaScreen, single concentration, set 2. NSD2 peptide methylation, 120 min. inhibition, % at 12.5 µM. 310,000 compounds, 0.54% hits. AID 743445, 2014; in the data active = inhibition above about 50%
Keap1 Nrf2 FP – Keap1-Nrf2 protein-protein interaction inhibitors, primary screen, biochemical, fluorescence polarization, single point; Kelch-like ECH-associated protein 1 (Homo sapiens), Q14145; Keap1 Kelch-Nrf2 peptide fluorescence polarization, 1536-well; inhibition, % at 9.4 µM; 340,000 compounds, 0.15% hits; AID 504523, 2011; in the data active = inhibition above about 12%; inconclusive = no clear call, values can overlap the other calls; inactive = below about 7.3%;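 also: human Keap1 Kelch domain with fluorescein labeled Nrf2 9mer peptide probe; 0% = neutral control wells and 100% = peptide positive control; higher means more block of Keap1 binding to Nrf2 peptide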
Target sequence (Q14145 whole entry, looked up, the tested form may be a part): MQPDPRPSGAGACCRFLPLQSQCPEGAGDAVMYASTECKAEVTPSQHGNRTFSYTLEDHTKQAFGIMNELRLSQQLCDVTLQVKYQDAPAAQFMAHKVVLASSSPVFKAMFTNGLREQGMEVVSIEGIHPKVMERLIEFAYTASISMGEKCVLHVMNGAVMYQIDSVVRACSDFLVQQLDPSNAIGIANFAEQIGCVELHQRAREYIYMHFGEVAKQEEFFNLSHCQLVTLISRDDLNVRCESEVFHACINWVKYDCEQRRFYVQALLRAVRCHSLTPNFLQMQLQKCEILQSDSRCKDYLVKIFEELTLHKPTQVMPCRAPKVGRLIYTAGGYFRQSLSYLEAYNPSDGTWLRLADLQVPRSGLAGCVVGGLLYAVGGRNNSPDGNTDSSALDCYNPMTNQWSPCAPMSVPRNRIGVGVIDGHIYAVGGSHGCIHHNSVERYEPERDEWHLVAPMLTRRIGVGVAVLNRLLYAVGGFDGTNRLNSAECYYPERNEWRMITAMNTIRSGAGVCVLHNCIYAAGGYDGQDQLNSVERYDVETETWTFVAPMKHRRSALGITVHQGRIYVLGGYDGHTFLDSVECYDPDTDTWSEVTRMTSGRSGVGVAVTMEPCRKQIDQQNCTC
PKA-R2B act – activators of PKA-R2B holoenzyme, primary screen, biochemical, fluorescence polarization, Cy5-IP20, human | PKA-R2B holoenzyme dissociation; R2B truncated from residue 108, S112A mutant; 0% DMSO only, 100% 113 µM cGMP | 340,000 compounds, 0.079% hits | cAMP-dependent protein kinase catalytic subunit beta (Homo sapiens) + cAMP-dependent … | activation, % at 11.4 µM;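 active = activation above a cutoff set at the mean over all compounds plus 3 SD, cut at about 18% in these data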;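 also: higher means more holoenzyme dissociation and a rise in polarization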
Target sequence (P31323 whole entry, looked up, other chains not shown, the tested form may be a part): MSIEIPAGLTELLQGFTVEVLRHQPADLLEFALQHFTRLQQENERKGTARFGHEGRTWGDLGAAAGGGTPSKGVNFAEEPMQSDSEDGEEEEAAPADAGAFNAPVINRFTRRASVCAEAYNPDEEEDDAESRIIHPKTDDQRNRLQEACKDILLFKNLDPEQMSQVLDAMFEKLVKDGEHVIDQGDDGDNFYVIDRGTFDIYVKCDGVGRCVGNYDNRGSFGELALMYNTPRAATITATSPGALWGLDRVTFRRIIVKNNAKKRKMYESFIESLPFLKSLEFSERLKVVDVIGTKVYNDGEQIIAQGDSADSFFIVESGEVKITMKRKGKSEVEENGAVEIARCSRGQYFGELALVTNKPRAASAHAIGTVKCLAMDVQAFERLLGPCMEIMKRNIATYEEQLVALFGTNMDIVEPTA
PvdQ acylase – P. aeruginosa PvdQ acylase inhibitors, primary screen, biochemical, fluorescence, plate reader and imaging, single point; PvdQ acylase [Pseudomonas aeruginosa LESB58]; purified PvdQ acylase; inhibition, % at 10 µM; 340,000 compounds, 0.063% hits; AID 488965, 2010; in the data active = inhibition above about 30%, passing the limit was not always enough; inconclusive = no clear call, values can overlap the other calls;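 also: 0% = vehicle neutral wells and 100% = reference inhibitor wells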
LANA DNA inh – inhibitors of KSHV C-LANA binding to DNA, primary screen, biochemical, fluorescence polarization, FAM-LBS DNA, MBP-C-LANA, single point | Kaposi's sarcoma herpesvirus LANA C-terminal domain (residues 932-1162) DNA binding | inhibition, % at 9 µM | 340,000 compounds, 0.078% hits;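 active = highest replicate inhibition at or above 60% at 9 µM, even if other replicates fall short; inactive = all replicates below 60% inhibition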;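 also: 0% = neutral control wells and 100% = 4 µM acridine orange control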
Arrestin-AP2 inh – inhibitors of beta-arrestin/AP2 binding, primary screen, biochemical, GPCR trafficking, flow cytometry | inhibition, % at 10 µM | beta-arrestin 1 C-terminal peptide binding to AP2 beta2-adaptin appendage (human) | FITC-arrestin peptide / GST-AP2 beads; AP2 beta2 appendage carries R879A mutation | 340,000 compounds, 0.31% hits;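 active = inhibition above a set limit, near 3 SD of compounds lacking own fluorescence, cut at about 54% in these data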;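 also: plate controls were DMSO wells for no effect and 5 µM unlabelled arrestin peptide for full effect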
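System: GST-tagged AP2 beta2-adaptin appendage (R879A) on 4 µm glutathione beads / Reagent: FITC-arrestin peptide, 50 nM / Detection: HyperCyt-sampled flow cytometry, FL1 channel, ex 488/em 535 nm / Timing: 12 min plus 1 h, RT / Buffer or medium: PBS plus Tween 20 (0.05%) and BSA (0.1%)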
Cardiac RTF inh – cardiac RTF calcium sensitivity inhibitors, primary screen, biochemical, IANBD-TnC fluorescence, EC70 calcium | AID 493244, 2011 | IANBD-labeled cardiac RTF, Ca2+ fluorescence | Troponin I, cardiac muscle (Homo sapiens) + Troponin T, cardiac muscle (Homo sapiens) + … | inhibition, % at 7.15 µM | 340,000 compounds, 0.12% hits;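 active = inhibition above the mean inhibition of all tested compounds plus 3 SD, cut at about 17% in these data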;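 also: assay run at fixed EC70 calcium of 1.6 mM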
DAGLB inhibitor – DAGLB lipase inhibitors, primary screen, biochemical, fluorescence, HTS; Diacylglycerol lipase-beta (Homo sapiens), Q8NCG7; HEK293T DAGLB membrane lysate, EnzChek fluorogenic substrate; inhibition, % at 5.17 µM; 340,000 compounds, 0.059% hits; AID 504411, 2011; in the data active = inhibition above about 34%;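 also: 0% = enzyme with vehicle and 100% = wells lacking enzyme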
SR-BI HDL uptake – inhibitors of SR-BI mediated HDL lipid uptake, primary screen, ldlA[mSR-BI] cells, fluorescence, single point; Scavenger receptor class B member 1 (Mus musculus), Q61009; 320,000 compounds, 0.96% hits; AID 488896, 2010; ldlA[mSR-BI] CHO cells, DiI-HDL uptake fluorescence, 3 h; inhibition, % at 12.5 µM;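 active = mean replicate inhibition of at least 70% and a set share of replicates each scoring 70 or more; inconclusive = meets just one of the two criteria; inactive = fails both criteria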;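 also: 0% = median of neutral control wells and 100% = median of positive control wells; values of inactives mirror those of a sister screen read the other way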
SR-BI DiI-HDL act – activators of SR-BI mediated DiI-HDL uptake, primary screen, ldlA[mSR-BI] CHO cells, DiI fluorescence; 3 h; 100 = double the neutral-control signal; activation, % at 12.5 µM; 320,000 compounds, 0.096% hits; AID 504775, 2011;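 active = mean replicate activation of at least 60% and every replicate at or above 60%; inconclusive = mean or all-replicate condition met, but not both; inactive = mean below 60% and not all replicates reaching 60%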;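 also: 0% = median plate neutral-control signal and 100% = twice that signal; values of inactives mirror those of a sister screen read the other way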
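Assay system: LDL receptor-deficient CHO ldlA cells overexpressing murine SR-BI / Medium: BSA-supplemented, HEPES-buffered Ham's F12, pH 7.4 / Probe or stimulus: DiI-labelled HDL at 10 µg/mL final / Timing: compound with DiI-HDL co-incubation, 3 h at 37 °C / Technique: bottom-read cell fluorescence after medium removal, ex 550/em 595 nm / Measure: HDL uptake via cellular fluorescence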
Active calls of the source: *; ? = inconclusive; · = no result given.

SMILES	NSD2 HMT inh	Keap1 Nrf2 FP	PKA-R2B act	PvdQ acylase	LANA DNA inh	Arrestin-AP2 inh	Cardiac RTF inh	DAGLB inhibitor	SR-BI HDL uptake	SR-BI DiI-HDL act
COC(=O)c1ccc(NC(=S)NN2CCOCC2)cc1	-1	0	-9	-14	1.1	-12	0	-1	-15	15
Cc1ccc([N+](=O)[O-])c(NC(=O)COC(=O)C2CC3CCCC(C2)C3=O)c1C (centres undefined)	1	-4	-2	2	-0.6	18	-1	-1	-10	10
Cc1cccc2cc(CN(C(=O)c3cccs3)c3ccccc3)c(=O)[nH]c12	2	-1	-8	-6	-1.6	-11	0	-1	-9	9
CC(C)(Oc1ccc(Cl)cc1)C(=O)NCc1ccncc1	-1	-5	3	-14	0.7	5	1	-1	-33	33
CCCCNC(=O)N(O)C1N(/N=C/c2cccnc2)C(=S)SC1(C)C (centres undefined)	-2	-7	4	-9	25	-15	-2	2	-4	4
CC(=O)Nc1ccc(NC(=O)Nc2ccc(C)c(C)c2)cc1	-1	1	-4	-4	2.2	-10	-13	5	17	-17
CCN1CCN(C(=O)Cn2ncc3c([nH]c4ccc(C)cc43)c2=O)CC1	2	1	7	-5	-0.3	-15	1	-1	-21	21
CCN(CC)c1nc(N)c2c(N)nc(OC)cc2c1C#N	·	-1	3	-16	0.0	8	-11	-1	7	-7
COc1cccc(NC(=O)c2oc3ccc(S(=O)(=O)N4CCOCC4)cc3c2C)c1	-3	2	3	12	1.5	42	6	-2	49	-49
NCCCC[C@H]1CNC(=O)C(=O)N1CCc1cccc2ccccc12	·	-6	2	-12	-1.7	·	0	2	-35	35
Cc1onc(-c2ccccc2)c1C(=O)NC(=S)Nc1sc2c(c1C#N)CCCC2	3	0	7	2	-0.9	-12	-7	1	-19	19
CCC(C)(C)NC(=O)C(C(C)C)N(CC1CCCO1)C(=O)CNS(=O)(=O)c1ccc(F)cc1 (centres undefined)	1	2	2	-10	0.8	-5	-4	2	·	·
O=C(Nc1cccc(NC(=O)c2cc([N+](=O)[O-])ccc2Cl)n1)c1cc([N+](=O)[O-])ccc1Cl	-2	-1	-8	-2	-0.5	-7	2	4	63	-63
Clc1ccc(CN2CCCCCC2)cc1Cl	7	2	-1	12	8.6	16	-10	-2	-27	27
Cc1cccc(-c2ocnc2C(=O)N2CCN(C(=O)c3cccs3)CC2)c1	-2	-3	3	-9	0.2	13	-14	2	-6	6
CN(CCc1ccccc1)C(=O)c1cccc(NC(=O)Cc2cccc(NC(=O)C3CCCN(C(=O)C4CCCCC4)C3)c2)c1 (centres undefined)	·	-4	-4	-11	2.2	-11	1	-1	62	-62
COc1ccc(OCCSc2nnc(-c3ccccc3)n2N)cc1	-5	-5	-12	-14	0.9	5	-10	-1	7	-7
CCOC(=O)C1CCN(C(=O)Cc2cccc3ccccc23)CC1	-2	-2	1	-13	-1.1	-7	0	-2	-4	4
c1ccc(N2CCN(Cc3ccsc3)CC2)nc1	-4	-3	1	3	1.2	23	1	-3	-42	42
Cc1cn(Cc2ccccc2Cn2cc(C)c(=O)[nH]c2=O)c(=O)[nH]c1=O	1	0	2	11	0.1	5	2	-3	-13	13
CCCCOC(=O)NC1(C)CCS(=O)(=O)C1 (centres undefined)	-1	-6	-4	10	-0.9	19	-10	0	2	-2
O=C1NCCN(Cc2ccc(Cl)c(F)c2)C1CC(=O)N1CCc2ccccc2C1 (centres undefined)	6	-8	-1	-1	1.5	13	-11	0	10	-10
C=CCn1c(SCC(=O)NC2CCCC2)nnc1-c1ccncc1	1	1	-8	-5	-0.2	-15	-2	1	-35	35
COc1ccc(C(=O)OCC(=O)NC2CC2)cc1S(=O)(=O)N(C)Cc1ccccc1	1	-2	-6	-19	0.6	-15	-32	0	12	-12
CCOc1cc(C2C(C#N)=C(N)Oc3n[nH]c(-c4ccccc4)c32)ccc1O (centres undefined)	·	0	2	-11	0.8	2	-22	0	-23	23
O=C(O)c1cccnc1SCc1cn2cc(Br)ccc2n1	3	-2	6	-6	-0.8	4	-7	0	-19	19
COc1ccc(NC(=O)c2cc(-c3ccccn3)nc3ccccc23)cc1S(=O)(=O)N(C)C	-3	-1	-4	-4	0.7	1	-2	-1	?	-70
CC1CCCCN1C(=O)CN(C)S(=O)(=O)c1cccc2nsnc12 (centres undefined)	-1	2	-10	-3	-1.0	-7	-2	1	-10	10
Cc1cccnc1NC(=S)Nc1ccc(Cl)c(Cl)c1	1	-3	6	-12	-0.1	-6	-18	-3	-1	1
Cc1cccc(C)c1NC(=O)CN(C)C(=O)CSC(=S)N1CCCC1	1	0	-2	-10	0.9	-9	-2	1	-12	12
C[N+]1(CCCCCCC(=O)/C=N/O)CCCCCC1	9	-2	-2	-16	-0.6	-11	8	0	-21	21
CC(=O)C1=C(O)C(=O)N(Cc2ccccc2)C1c1ccc(F)cc1 (centres undefined)	-1	-3	-11	-8	-1.3	4	2	5	-11	11
COCCCN(C(=O)Cc1csc(-c2cccc(Cl)c2)n1)c1c(N)n(Cc2ccccc2)c(=O)[nH]c1=O	-2	-3	-11	-8	1.0	0	7	5	-10	10
Cc1cccc(OCC(=O)Nc2nnc(S(=O)(=O)N3CCC(C)CC3)s2)c1	·	3	3	-3	1.7	2	-4	7	-12	12
Cc1ccc(N(CC(=O)NC2CCCCC2)C(=O)Cn2nnc(-c3ccc(C)o3)n2)cc1	0	6	-5	-12	2.6	11	-8	-2	-28	28
COc1cccc(N2C(=O)CC(NNC(=O)c3cccs3)C2=O)c1 (centres undefined)	-2	-2	-14	-3	-0.4	-4	-15	0	-17	17
N#C/C(C(=O)N1CCCC1)=C1/N=C(N)c2ccccc21	-2	-3	-5	-3	1.3	6	-8	0	7	-7
Cc1csc(NC(=O)c2ccncc2)n1	0	-1	-10	9	1.1	21	-11	1	·	·
C=CCN=C1N[C@@H](c2cccc(C(F)(F)F)c2)C(C(=O)OC)=C(C)N1CC	·	-4	-12	-17	-1.2	-6	-13	0	-11	11
NC1=NC(=O)/C(=C\c2cc([N+](=O)[O-])ccc2Cl)S1	41	-1	-2	7	-0.2	3	0	-2	-16	16
Cc1nnc(-c2cccc(C(F)(F)F)c2)nc1N1CCOCC1	-1	-3	-5	-6	0.2	9	-16	-1	16	-16
COc1ccc(OCCN2C(=O)NC3(CCc4ccccc4C3)C2=O)cc1 (centres undefined)	-4	-2	-10	-14	-0.2	-7	2	1	-19	19
CN(C(=O)c1ccc(NC(=O)Cc2cccc(NC(=O)C3CCN(C(=O)C4CCCC4)CC3)c2)cc1)C1CC1	·	4	-6	-17	2.3	0	-6	-2	11	-11
c1ccc2c(c1)CC1(CCCCC1)n1nnnc1-2	·	-2	8	-4	0.0	11	-2	0	5	-5
CCOC(=O)c1c(NC(=O)C2(C)Cc3ccccc3C(=O)O2)sc2c1CCCC2 (centres undefined)	-1	-3	-4	-6	-0.4	0	-4	-13	40	-40
Cc1ccc(/C=C(/NC(=O)c2ccccc2)C(=O)NC(Cc2c[nH]c3ccccc23)C(=O)O)cc1 (centres undefined)	4	-3	-7	-15	-0.5	-3	-6	2	·	·
CCOCCn1cnc2sc(C(=O)NCC(=O)OCC)c(C)c2c1=O	-1	-1	-6	-12	3.5	-5	-4	1	-15	15
O=C(Nc1cccnc1)c1cccc(S(=O)(=O)N2CCCC2)c1	19	-5	-5	-25	-0.3	17	6	-1	-4	4
Cc1ccc(-c2nc(SC(C)C(=O)c3c(N)n(C)c(=O)n(C)c3=O)n[nH]2)cc1 (centres undefined)	-1	0	3	-8	-1.2	3	-8	0	-6	6
Cc1ccc(S(=O)(=O)NC(CC(=O)N2CCOCC2)c2ccco2)cc1 (centres undefined)	0	1	-1	-8	2.0	-9	-9	-2	-32	32
Cc1ccc(NC(=O)CCN2CCC(C)CC2)cc1	1	-2	-11	-2	-2.9	-8	-5	0	-1	1
CC(C)(C)c1n[nH]c2c1CCCC2	-2	6	11	13	0.5	12	0	1	-7	7
NC(=O)C1CCN(C(=O)CCc2nc3ccccc3c(=O)[nH]2)CC1	-4	-1	2	6	0.0	-2	-5	0	-21	21
CCNc1ncnc2c1cnn2C1CCCO1 (centres undefined)	-5	-4	3	-5	0.1	6	4	1	5	-5
Nc1ncnc2c1ncn2[C@H]1C[C@H](O)[C@@H](CO)O1	·	-1	-3	-12	-0.4	-1	-7	-2	17	-17
O=C(O)CC1(CC(=O)NCc2ccc(Cl)cc2)CCCCC1	39	-2	1	-3	3.4	-4	-2	4	·	·
COc1ccc(Cl)cc1NC(=O)c1cccc(N2C(=O)C3CC=CCC3C2=O)c1 (centres undefined)	9	3	-1	1	-0.4	30	-2	-5	57	-57
CC(=O)c1ccc(NC(=O)Cn2c(=O)oc3ccccc32)cc1	-1	0	-10	8	0.7	27	-9	0	-14	14
Cc1cc(OCC(=O)O)c2cccc(C)c2n1	-10	-3	1	-11	1.6	9	9	0	-38	38
COc1ccc(NC(=S)NC2CCCCC2)c(OC)c1	0	2	-3	-11	-1.1	13	5	-1	11	-11
Cc1sc(NC(=O)Cc2ccc3c(c2)OCO3)nc1-c1ccc2c(c1)CCN2C(=O)c1cccc(F)c1	-1	0	3	9	-0.6	30	6	2	77*	-77
